Screening data from PubChem.
EPAC1 antagonist: blocks human EPAC1 exchange factor; hit rate 0.14% among 360,000; AID 720709; Potency, µM (titrated, usually from 115 µM), without a hit: at the highest dose activity change, negative = inhibition, most hits filed as inhibitors; EPAC1 GEF assay, Rap1b-BODIPY-GDP exchange fluorescence; O95398;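 also: potency is read from the fitted curve at half-maximal effect; plate controls were vehicle for no effect and positive control for full effect; nearly all actives have a fitted effect of over 50% in size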
WRN helicase inh: inhibitors of human WRN helicase. Potency, µM (series often up to 114 µM), inactives show at the top dose activity change, negative = inhibition, actives largely listed as inhibitors. WRN helicase unwinding, fluorescent forked duplex, kinetic. hit rate 0.46% among 360,000. AID 651768; also: potency is read from the fitted curve at half-maximal effect; % is scaled to controls: 0 for no effect and ±100 for the full control effect; nearly all actives have a fitted effect of over 55% in size
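Primary qHTS, 1536-well format. 20 nM WRN + compound, 15 min RT; start with 100 nM forked fluorophore/quencher duplex, 2 mM ATP (final); kinetic read ex 525/em 598 nm.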
EPAC1 ag: EPAC1 (human) agonism. O95398. EPAC1 agonist qHTS, biochemical assay; response scale: 100% = response to 6.5 mM cAMP. Potency, µM (top dose mostly 154 µM), for inactives: top-dose activation, actives largely listed as activators. hit rate 0.073% among 360,000. AID 720707; also: potency is read from the fitted curve at half-maximal effect; nearly all actives have a fitted effect of over 60% in size
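Compounds were pinned as a concentration titration into mixtures of EPAC1 (100 nM), BODIPY-GDP-loaded Rap1B (250 nM) and GDP (50 uM). After 5 min at room temperature, fluorescence was followed for 30 min; activity was scaled to 6.5 mM cAMP.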
Abeta yeast res: restores growth of yeast expressing A-beta42 peptide; AID 1347071; Potency, µM (titrated, usually from 46.1 µM), without a hit: at the top dose growth rescue, hits mostly activators; yeast expressing A-beta42, growth rescue, OD600, 48 h; response scale: 0% DMSO, 100% iron-clioquinol control; hit rate 0.063% among 410,000; also: potency is read from the fitted curve at half-maximal effect; nearly all actives have a fitted effect of over 55% in size
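Yeast A-beta toxicity model in growth medium with pinned compounds, 48 h at 30 C; growth read as absorbance at 600 nm. Normalized to FeCl3/clioquinol equimolar mix (positive) and DMSO (negative).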
PLK1 PBD inh: PLK1 (human) polo-box domain binding inhibition; P53350; Plk1 PBD binding of FITC phosphopeptide, fluorescence polarization; Potency, µM, inactives show max response, negative = inhibition, usual class: inhibitors; hit rate 2.8% among 360,000; also: potency is read from the fitted curve at half-maximal effect; series mostly up to about 57 µM; % is scaled to controls: 0 for no effect and ±100 for the full control effect; nearly all actives have a fitted effect of over 65% in size
Target sequence (P53350 whole entry, looked up, the tested form may be a part): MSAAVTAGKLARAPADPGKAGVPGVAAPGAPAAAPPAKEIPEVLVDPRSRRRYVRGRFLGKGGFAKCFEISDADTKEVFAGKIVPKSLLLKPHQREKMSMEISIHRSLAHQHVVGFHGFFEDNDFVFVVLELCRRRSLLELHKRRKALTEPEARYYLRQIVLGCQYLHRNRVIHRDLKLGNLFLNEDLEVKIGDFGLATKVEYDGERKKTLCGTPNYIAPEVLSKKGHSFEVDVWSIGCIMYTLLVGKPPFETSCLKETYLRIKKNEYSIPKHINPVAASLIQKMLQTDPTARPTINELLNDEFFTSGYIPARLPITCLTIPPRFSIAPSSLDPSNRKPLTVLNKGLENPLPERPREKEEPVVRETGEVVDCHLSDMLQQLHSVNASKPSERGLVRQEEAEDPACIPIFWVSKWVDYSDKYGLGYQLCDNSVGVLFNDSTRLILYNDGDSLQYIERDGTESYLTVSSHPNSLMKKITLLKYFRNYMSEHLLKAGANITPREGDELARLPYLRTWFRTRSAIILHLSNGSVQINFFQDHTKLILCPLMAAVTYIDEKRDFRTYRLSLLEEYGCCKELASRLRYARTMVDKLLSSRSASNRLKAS
FUS yeast rescue: FUS proteinopathy suppression in yeast; S. cerevisiae FUS-expressing, growth rescue, OD600, 24 h; Potency, µM (doses to about 76.6 µM), for the others: top-dose growth rescue (activation), usual class: activators; hit rate 0.24% among 390,000; AID 1347120;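 also: potency is read from the fitted curve at half-maximal effect; plate controls were DMSO vehicle for no effect and reference control for full effect; nearly all actives have a fitted effect of over 55% in size; some results filed as inactive show a strong effect at the top dose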
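Quantitative HTS measuring growth restoration of FUS-toxic yeast. Galactose-induced cells (OD 0.005) were exposed 24hr at 30C to compounds at several concentrations, then absorbance at 600 nm was recorded.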
PI5P4K alpha inh: inhibitors of human PI5P4K alpha. AID 652105. hit rate 1.2% among 330,000. PI5P4Kalpha enzyme, ADP-Glo luminescence, 60 min; hits give low values. max response, %. P48426; active = max response of -50% or lower; inconclusive = between -30% and -50%; inactive = -30% or higher; also: value at the top dose of about 77 µM; % is scaled to controls: 0 for no effect and ±100 for the full control effect
Target sequence (P48426 whole entry, looked up): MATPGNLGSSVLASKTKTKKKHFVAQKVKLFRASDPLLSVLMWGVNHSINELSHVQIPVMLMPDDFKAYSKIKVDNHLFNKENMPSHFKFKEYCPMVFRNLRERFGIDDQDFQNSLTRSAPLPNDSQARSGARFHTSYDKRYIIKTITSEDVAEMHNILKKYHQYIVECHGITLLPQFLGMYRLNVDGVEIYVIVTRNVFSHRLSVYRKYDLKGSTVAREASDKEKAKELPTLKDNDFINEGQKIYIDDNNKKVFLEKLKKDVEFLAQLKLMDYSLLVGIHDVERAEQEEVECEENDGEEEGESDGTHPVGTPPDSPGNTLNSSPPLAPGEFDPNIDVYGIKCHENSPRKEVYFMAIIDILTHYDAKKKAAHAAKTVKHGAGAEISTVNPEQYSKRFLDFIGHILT
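ADP-Glo luminescence end-point after a 60 min room-temperature kinase reaction. PI5P4Kalpha and substrate in HEPES pH 7.4 buffer with EGTA, 0.1% CHAPS and 5% DMSO; ATP at 5 microM final.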
IL2 activator: activators of IL-2; IL-2 activation reporter assay, cell-based qHTS; stimulated with anti-CD3/CD4/CD28 beads; in transgenic mouse T cells; activation, % (series mostly up to about 46 µM); hit rate 0.065% among 360,000; in the data active = activation above about 50%; inconclusive = mostly about 30% to 49%; also: 0% is about no effect
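Unstimulated transgenic mouse T cells; 60-min compound exposure; bead-based TCR/CD4/CD28 stimulation; 18 h culture, 37 degrees C; dual fluorescence (EGFP, DsRed) plate cytometry.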
Active calls of the source: *; ? = inconclusive; . = no result given; [ ] = remark or other dose. Unless noted, calls follow the shape of the dose curve; as a rule, active = well fitted curve in the direction sought with a large enough effect; inconclusive = small, poorly fitted or top-dose-only effect, or another doubt; inactive = no such curve, though single readings can be large; an effect the other way counts as inactive or inconclusive.

SMILES | EPAC1 antagonist | WRN helicase inh | EPAC1 ag | Abeta yeast res | PLK1 PBD inh | FUS yeast rescue | PI5P4K alpha inh | IL2 activator
CC(C)(C)c1ccc(OCCON2C(=O)CCC2=O)c(Cl)c1 | -1% | -2% | 4% | -9% | -1% | 28% | -1 | -0.3
COc1cc(/C=C(/C#N)C(=O)NCCCc2ccccc2)ccc1OCC(=O)O | -1% | -5% | -9% | -13% | 4% | -9% | -6 | 2.4
Cn1cc(S(=O)(=O)N2CCCC2)cc1C(=O)NCc1ccccc1 | 1% | -3% | 3% | 1% | -6% | -22% | 7 | 0.0
CC(OC(=O)/C(C#N)=C/c1ccco1)C(=O)N(C)c1ccccc1 (centres undefined) | 4% | -2% | -2% | 3% | -1% | -2% | -22 | 0.4
COc1ccccc1/C=C/C1(C(=O)NC2CCCC2)CC(=O)N1c1ccccc1 (centres undefined) | -3% | 1% | 3% | 2% | -2% | -15% | 2 | -0.3
Clc1ccc(C(c2ccccc2Cl)C(Cl)Cl)cc1 (centres undefined) | -1% | -4% | -8% | -13% | -6% | -38% | 13 | 0.0
COc1ccc(S(=O)(=O)N2CCC(C(=O)NCCCn3ccnc3)CC2)cc1C | -7% | -2% | 1% | -13% | -1% | 22% | 1 | 2.0
S=c1[nH]nc(CNc2ccc(Cl)cc2)n1Cc1ccccc1 | 1% | 10% | 8% | -1% | -11% | -6% | -8 | 0.1
O=C(CP(=O)(c1ccccc1)c1ccccc1)Nc1nc2ccc(Cl)cc2s1 | -11% | -24% | 9% | 9% | -3% | -9% | -6 | 0.2
CCOc1ccc(N(CC(=O)NCC2CCCO2)S(=O)(=O)c2ccc(SC)cc2)cc1 (centres undefined) | 6% | 8% | 14% | -9% | -23% | 32% | . | -1.5
N#Cc1ccccc1NC(=O)CN1C(=O)NC(Cc2c[nH]c3ccccc23)C1=O (centres undefined) | -21% | -4% | 0% | -8% | 4% | 14% | -8 | -0.3
COc1ccc(Nc2ncnc3sccc23)cc1 | -11% | -16% | 18% | -14% | -16% | -11% | ? | -0.9
O=C(CCN1C(=O)/C(=C\c2ccccc2)SC1=S)NCCCN1CCOCC1 | 3% | 2% | -2% | -19% | -7% | -14% | 0 | -0.3
COc1ccc(-c2[nH]ncc2/C=N/NC(=O)c2cccc([N+](=O)[O-])c2)cc1OC | -9% | -18% | 10% | 10% | -13% | 44% | 3 | -1.5
CCCc1cc(C(=O)N2CCCC(Nc3ccc(C)c(C)c3)C2)n(C)n1 (centres undefined) | -12% | -24% | -16% | -9% | -10% | ? | -7 | 0.3
CC1(C)Cc2ccccc2-c2nc(NCCCO)n(-c3ccccc3)c(=O)c21 | 2% | -2% | 3% | -6% | -2% | ? | 6 | -0.2
O=C(Nc1ccc(O)cc1)/C(=C\c1ccncc1)NC(=O)c1ccccc1 | 0% | 0% | 1% | 0% | -4% | -2% | -8 | 1.5
Cc1ccc(OCc2ccc(C(=O)Nc3ccc(C(N)=O)cc3)o2)c([N+](=O)[O-])c1 | ? | -17%[11.6 µM] | -10% | -5% | -5% | -3% | 5 | -0.4
CCNC(=O)C(=O)Nc1cc2c3c(c1)CCN3C(=O)CC2 | 0% | 0% | -6% | -12% | -3% | -10% | 2 | 0.0
CCn1c(C2CC(=O)N(c3ccc(C)c(C)c3)C2)nc2ccccc21 (centres undefined) | 3% | -4% | -14% | -1% | -7% | 5% | 3 | -3.7
CCOc1ccc(-c2nnc(-c3ccco3)o2)cc1 | -3% | -11% | 5% | 20% | -1% | 6% | . | -0.9
Cc1ccc(SCCC(=O)N2CCC(C)CC2)cc1 | 4% | 2% | -1% | -19% | -5% | 22% | 0 | -0.6
Cc1ccc(N2C(=O)CS/C2=N\C(=S)Nc2ccccc2)cc1 | 1% | 5% | -3% | -2% | 0% | 7% | -4 | -5.1
CCN1C(=O)N[C@@H](CCc2ccccc2)[C@@H](C(=O)OC)[C@H]1C | -2% | 1% | 8% | 3% | 1% | 6% | -3 | 0.6
CCOc1ccccc1C(=O)N(CN1CCCC1=O)c1cccc(Cl)c1 | 5% | 9% | 0% | 7% | -3% | 19% | . | -1.0
O=C(NCc1ccccc1Cl)c1ccc2nc([C@@H]3O[C@H](CO)[C@H](O)[C@H](O)[C@H]3O)[nH]c2c1 | -9% | -7% | 8% | -3% | 0% | -9% | 5 | 0.3
O=S(=O)(NCc1csc(-c2cccs2)n1)c1cccs1 | -23% | -8% | 12% | -14% | -14% | 10% | 1 | -0.1
Cc1cc(NC(=O)CN2C(=O)N(C)C3(CCCCC3)C2=O)ccc1Br | -12% | -1% | 6% | 11% | -5% | 34% | 2 | 3.5
O=[N+]([O-])c1cccc(C2Nc3ccccc3CO2)c1 (centres undefined) | 16% | 3% | -4% | 3% | 7% | -17% | -11 | -1.9
CN(C)S(=O)(=O)c1cccc(NC(=O)COC(=O)CNC(=O)c2ccccc2F)c1 | -6% | -4% | -7% | 14% | 1% | -15% | -2 | 0.0
CC(=O)Nc1cc2cc(NS(=O)(=O)c3ccc(C)cc3)ccc2oc1=O | -4% | -4% | 4% | -4% | 0% | 25% | 0 | -0.2
O=C(Cc1ccc(Cl)cc1)NNS(=O)(=O)c1ccc([N+](=O)[O-])cc1 | -3% | -15% | -15% | 26% | -8% | . | 5 | -0.2
CCCOC1CCCN(C(=O)c2cc(COc3ccc(F)c(F)c3)on2)C1 (centres undefined) | -9% | -14% | -6% | 0% | -9% | . | 16 | -4.3
O=C(Nc1nccs1)c1ccccc1N=Cc1ccccc1 | 0% | -14% | 4% | 4% | 2% | 10% | 4 | 1.1
COc1ccc(NC(=O)CSc2nncn2C)c([N+](=O)[O-])c1 | 8% | 4% | -1% | 3% | -11% | 8% | . | -0.6
COC(=O)CCCC1=CC2=C(c3ccccc3)C(=O)C(C)(OC(=O)C3CCCC3)C(=O)C2=CN1C(CO)CO (centres undefined) | -2% | 8% | -8% | -5% | -12% | -2% | -6 | 1.2
CC(C)NC(=O)C1CC=CCC1C(=O)O (centres undefined) | 6% | -4% | -12% | -4% | -7% | . | 2 | 0.5
CN(C)c1nc(N)nc(Cn2ccnc2)n1 | 6% | -6% | 4% | 12% | 1% | 1% | 9 | -2.2
COc1ccc(CC(=O)N(C)Cc2ccc(Cl)cc2)cc1S(=O)(=O)N1CCOCC1 | -1% | 0% | 2% | 13% | -1% | 3% | -6 | 1.1
CCOc1ccc(NC(=O)CN(C)C(=O)Cc2ccc3c(c2)OCCO3)cc1OCC | -14% | 0% | 2% | -13% | -13% | -9% | 7 | 4.6
O=C(Nc1nnc(C2CCCC2)s1)C1CCC1 | -13% | -2% | 3% | ? | -24% | 15% | ? | -1.2
CCc1nnc(NC(=O)c2oc3cc(C)c(C)cc3c2C)s1 | 12% | 5% | -8% | -16% | 0% | -8% | -4 | 1.7
Cc1c(-c2ccccc2)n(O)c(-c2ccc(N(C)C)cc2)[n+]1[O-] | 3% | -12% | 11% | 1% | -9% | 20% | -4 | -0.6
COC(=O)[C@]12CCCCC=C1N(Cc1ccccc1)C(=O)[C@H](CC(=O)NCc1cccc(C(F)(F)F)c1)C2 | -21% | -11% | -16% | 15% | -4% | ? | 20 | -0.5
CCOc1ccc(C(=O)C[n+]2ccccc2C)cc1 | -18% | -6% | 6% | -5% | -9% | 19% | -2 | -1.5
COc1ccc(C2CC(=O)c3c(C)nc(N4CCN(Cc5ccccc5)CC4)nc3C2)cc1OC (centres undefined) | -13% | -10% | 9% | -2% | -7% | 35% | . | -3.2
COc1ccc(-n2c(SCC(=O)Nc3cc(C)on3)nc3c(c2=O)SCC3)cc1 | 10% | 3% | -3% | -3% | 1% | -23% | 2 | 3.2
Cc1ccc(S(=O)(=O)c2cc3ccccc3oc2=O)cc1 | 11% | 6%[57.1 µM] | -3% | -1% | 5% | 7% | -3 | -1.8
Cc1ccc(Sc2c(CO)c(-c3ccccc3)nn2C)cc1 | -18% | -20% | -1% | 6% | -3% | 19% | 2 | -0.1
CC(=O)OC1[C@H](Oc2c(O)c(C)c3c4c2[C@@H](C)CC[C@@H]4[C@@H](C)C[C@@H]3C=C(C)C)OC[C@@H](O)[C@@H]1O (some centres undefined) | -14% | -4% | -25% | 15% | -6% | ? | 12 | -1.2
CCCNC(=O)C(Cc1ccccc1F)NC(=O)c1ccc(C#N)cc1 (centres undefined) | 17% | -7% | 0% | -9% | -7% | -10% | 0 | -0.2
CCOc1ccc(S(=O)(=O)NCC2(N3CCCCC3)CCCCC2)cc1 | 13% | -4% | 9% | 4% | -3% | -6% | 5 | -0.8
O=C(Cc1cccs1)Nc1ccccc1-c1nc2ccccc2[nH]1 | -6% | -1% | 3% | 5% | 2% | 21% | 2 | -0.5
CC(=O)Nc1ccccc1OC(C)C(=O)N1CCC(C)CC1 (centres undefined) | 7% | 0% | -8% | 5% | -9% | -27% | -13 | -2.0
Cc1cc(Nc2ccc(C(=O)O)cc2)n2nc(C)nc2n1 | -17% | 2% | -5% | -10% | -7% | -25% | 2 | -2.0
CC1(C)CC(=O)C(C2C3=C(CC(C)(C)CC3=O)Oc3ccccc32)=C(O)C1 (centres undefined) | 13% | 6% | -12% | 6% | -4% | 13% | -1 | -0.7
CCOc1ccc(/C(O)=C2/C(=O)C(=O)N(CC3CCCO3)C2c2cccs2)cc1 (centres undefined) | -11% | -2% | 4% | ? | -15% | . | -2 | 0.2
Cc1cc2c(cc1C)C(=O)CCC2 | 1% | 7% | -8% | 1% | -8% | -3% | -7 | 0.1
Nc1ccc(Cc2ccccn2)cc1 | -12% | 13% | 5% | -5% | -13% | -24% | -1 | -2.6

Whole records as entered above. Values in the order: EPAC1 antagonist, WRN helicase inh, EPAC1 ag, Abeta yeast res, PLK1 PBD inh, FUS yeast rescue, PI5P4K alpha inh, IL2 activator
`O=S(=O)(NCc1csc(-c2cccs2)n1)c1cccs1` reads -23%, -8%, 12%, -14%, -14%, 10%, 1, -0.1
`S=c1[nH]nc(CNc2ccc(Cl)cc2)n1Cc1ccccc1` reads 1%, 10%, 8%, -1%, -11%, -6%, -8, 0.1
`CCc1nnc(NC(=O)c2oc3cc(C)c(C)cc3c2C)s1` reads 12%, 5%, -8%, -16%, 0%, -8%, -4, 1.7
